Compound activity: PubChem, National Center for Advancing Translational Sciences (NCATS)
MLL CXXC-DNA inh – qHTS Fluorescence Polarization Assay for Inhibitors of MLL CXXC domain - DNA interaction; Histone-lysine N-methyltransferase 2A (Homo sapiens), Q03164; MLL-CXXC / FITC-HOXA9 DNA fluorescence polarization; Potency, µM (series often up to 115 µM), for the others: top-dose activity change, negative = inhibition, most hits filed as inhibitors; 0.037% of 290,000 active; AID 2662, 2010; active = well fitted inhibition curve with a large enough effect in the polarisation, with a control signal flat, not every such curve was filed as active; inconclusive = small, poorly fitted or top-dose-only effect, or effect the other way, or a change in a side signal; inactive = no such curve, though single readings can be large or run the other way; the % refers to the polarisation
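Purified MLL-CXXC (added from a 7 uM solution) was preincubated 5 min at ambient with pinned compounds in 50 mM Tris-HCl pH 7.5, 50 mM NaCl, 1 mM DTT, 0.05% BSA. Fluorescein-labeled HOX-A9 DNA (50 nM solution) followed, 30 min, then polarization read.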
Gal4-VP16 FLuc – VP16 counterscreen qHTS for inhibitors of ROR gamma transcriptional activity; 3.5% of 310,000 active; Drosophila S2 Gal4-VP16 UAS-luciferase, luminescence, 20 h; Potency, µM (doses to about 53.6 µM), for inactives: top-dose activity, negative = inhibition, actives largely listed as inhibitors;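 also: Gal4-VP16 expression switched on by copper sulfate through the metallothionein promoter; % is scaled to controls: 0 for no effect and ±100 for the full control effect; nearly all actives have a fitted effect of over 50% in size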
p53 reactivator – qHTS assay for re-activators of p53 using a Luc reporter | 0.063% of 320,000 active | Potency, µM (doses to about 92.2 µM), without a hit: at the top dose activity change, positive = activation, hits mostly activators | H1299 p53-A138V BP100-luciferase reporter, luminescence, 24 h | AID 504706, 2011; also: % of control where 0% means no effect; nearly all actives have a fitted effect of over 45% in size
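p53-null H1299 cells stably carrying temperature-sensitive p53-A138V and a BP100-luciferase reporter were pinned with compounds (4-point, 1:5 series) and held 24 hrs at 37 deg C. Luminescence was read 10 min after detection reagent.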
ELG1 genotoxic – qHTS screen for small molecules that induce genotoxicity in human embryonic kidney (HEK293T) cells expressing luciferase-tagged ELG1; HEK293T ELG1-luciferase reporter, luminescence, 16 h; Potency, µM (doses to about 46 µM), without a hit: top-dose activity change, positive = activation, most hits filed as activators; 1.3% of 330,000 active; also: % of control where 0% means no effect; nearly all actives have a fitted effect of over 60% in size
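Genotoxicity was scored as increased ELG1-luciferase reporter signal, measured by ONE-Glo luminescence (30 min, room temperature). Compound or vehicle exposure of the HEK293T reporter cells lasted 16 hr at 37°C.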
MBNL1-CUG inh – qHTS Assay for Inhibitors of MBNL1-poly(CUG) RNA binding; TR-FRET MBNL1-His/biotin-(CUG)12 binding, 665/545 ratio; Potency, µM (doses to about 57.5 µM), without a hit: top-dose activity change, negative = inhibition, usual class: inhibitors; 0.036% of 280,000 active; active = well fitted inhibition curve with a large enough effect in the signal ratio, with a control signal flat, not every such curve was filed as active; inconclusive = small, poorly fitted or top-dose-only effect, or effect the other way, or a change in a side signal; inactive = no such curve, though single readings can be large or run the other way; the % refers to the signal ratio; also: % is scaled to controls: 0 for no effect and ±100 for the full control effect
Target sequence (Q9NR56 whole entry, looked up): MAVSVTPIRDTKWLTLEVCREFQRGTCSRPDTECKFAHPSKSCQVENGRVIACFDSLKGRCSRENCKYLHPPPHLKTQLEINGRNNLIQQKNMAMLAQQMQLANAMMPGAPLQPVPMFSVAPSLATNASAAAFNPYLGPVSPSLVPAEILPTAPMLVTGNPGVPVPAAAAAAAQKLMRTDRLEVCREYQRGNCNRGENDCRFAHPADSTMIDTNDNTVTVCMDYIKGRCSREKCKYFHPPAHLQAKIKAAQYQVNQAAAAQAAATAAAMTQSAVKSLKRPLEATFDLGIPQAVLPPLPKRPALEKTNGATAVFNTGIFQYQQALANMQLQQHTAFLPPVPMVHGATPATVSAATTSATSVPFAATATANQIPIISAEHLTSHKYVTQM
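Ratiometric TR-FRET (665 over 545 nm, excitation 340 nm) tracks disruption of MBNL1-His/biotin-(CUG)12 complex after 60 min at room temperature, with compounds at 92 nM to 58 uM final.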
FLuc modulator – qHTS profiling assay for firefly luciferase inhibitor/activator using purifed enzyme and Km concentrations of substrates (counterscreen for miR-21 project); Potency, µM (titrated, usually from 57.5 µM), without a hit: top-dose activity change, negative = inhibition, hits mostly inhibitors; purified FLuc, Km substrates, luminescence inhibition; AID 588342, 2011; 6.9% of 360,000 active;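 also: plate controls were vehicle for no effect and reference inhibitor for full effect; nearly all actives have a fitted effect of over 55% in size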
Target sequence (P08659 whole entry, looked up): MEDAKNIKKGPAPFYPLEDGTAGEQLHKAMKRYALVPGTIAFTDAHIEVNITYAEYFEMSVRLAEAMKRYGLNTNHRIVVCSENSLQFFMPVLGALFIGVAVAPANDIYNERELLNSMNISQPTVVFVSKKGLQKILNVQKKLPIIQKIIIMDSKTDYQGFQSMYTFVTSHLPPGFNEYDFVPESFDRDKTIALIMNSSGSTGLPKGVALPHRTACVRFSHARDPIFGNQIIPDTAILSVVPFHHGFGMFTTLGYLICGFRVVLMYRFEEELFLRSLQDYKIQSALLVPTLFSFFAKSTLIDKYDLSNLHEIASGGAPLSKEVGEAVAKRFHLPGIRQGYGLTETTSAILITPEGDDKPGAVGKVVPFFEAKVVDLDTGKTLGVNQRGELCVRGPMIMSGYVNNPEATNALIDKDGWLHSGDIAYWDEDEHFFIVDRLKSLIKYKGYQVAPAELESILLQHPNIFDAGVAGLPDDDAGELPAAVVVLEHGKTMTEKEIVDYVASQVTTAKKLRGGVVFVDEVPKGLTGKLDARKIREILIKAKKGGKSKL
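Biochemical qHTS of compounds, final roughly 60 µM downward over six points, against 10 nM purified firefly luciferase using Km concentrations of substrates (10 uM D-luciferin, 10 uM ATP) in Tris acetate pH 7.5 buffer; luminescence output.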
uPA surface inh – qHTS for Inhibitors of Cell Surface uPA Generation | cell surface uPA generation assay, qHTS | Potency, µM (titrated, usually from 38.3 µM), inactives show top-dose activity change, negative = inhibition, most hits filed as inhibitors | 0.31% of 330,000 active | AID 540303, 2011; active = well fitted inhibition curve with a large enough effect; inconclusive = small, poorly fitted or top-dose-only effect; inactive = no such curve, though single readings can be large or run the other way; tested in mouse RAW 264.7 cells; also: % is scaled to controls: 0 for no effect and ±100 for the full control effect; nearly all actives have a fitted effect of over 55% in size
BRCA1 expr act – qHTS Assay to Identify Small Molecule Activators of BRCA1 Expression; 1.1% of 380,000 active; Potency, µM (titrated, usually from 46.1 µM), inactives show at the top dose activation, hits mostly activators; MCF7-BRCA1-FFLuc reporter, luminescence, 48 h; response scale: scaled: vehicle 0%, 10 µM genistein 100%; also: nearly all actives have a fitted effect of over 80% in size; some results filed as inactive show a strong effect at the top dose
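MCF7-BRCA1-FFLuc, 2000 cells/well; 2 h attach, 37 °C/5% CO2; compound 48 h; luciferase substrate 15 min; luminescence end-point. Norm. to genistein 10 microM max activation and DMSO; concentration-response curves fitted.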
NPC1 promoter act – qHTS Assay for NPC1 Promoter Activators; Huh7 NPC1 promoter luciferase reporter, 24 h; Potency, µM (doses to about 9.22 µM), for inactives: at the highest dose activation, hits mostly activators; 2.4% of 320,000 active;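 also: % of control where 0% means no effect; nearly all actives have a fitted effect of over 60% in size; reporter is driven by a mutant NPC1 promoter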
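Stable NPC1-promoter luciferase Huh7 line; cpd (DMSO) 24 h, 37 °C, 5% CO2; Amplite luciferase reagent 10 min RT; luminescence readout. qHTS format.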
RORg inh – qHTS for inhibitors of ROR gamma transcriptional activity. Nuclear receptor ROR-gamma (Mus musculus), P51450. Drosophila S2 Gal4-RORgamma UAS-luciferase reporter, 20 h. Potency, µM (top dose mostly 53.6 µM), without a hit: top-dose activity change, negative = inhibition, most hits filed as inhibitors. 5.4% of 310,000 active; also: % is scaled to controls: 0 for no effect and ±100 for the full control effect; nearly all actives have a fitted effect of over 60% in size
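Drosophila Schneider cells stably carrying a metallothionein-driven Gal4 DBD–ROR gamma fusion and a UAS-Photinus luciferase reporter were exposed to compound for 1 hr, then induced with copper sulfate (700 uM final) for 20 hr at ambient temperature before luminescence reading.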
Rab9 promoter act – qHTS Assay for Rab9 Promoter Activators. Huh7 Rab9 promoter-luciferase reporter, luminescence, 24 h. Potency, µM (top dose mostly 9.22 µM), for the others: at the highest dose activation, negative = inhibition, usual class: activators. 2.8% of 320,000 active; also: % of control where 0% means no effect; nearly all actives have a fitted effect of over 60% in size
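Luminescence read-out: Huh7 cells stably expressing Rab9-luciferase, treated 24 h with compound at 37 °C, then lysed with luciferase reagent for 10 min at ambient before reading.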
* marks the source's active call; other numbers are inactive results; ? = inconclusive; / = not tested or not shown; [ ] = remark or other dose. Unless noted, calls follow the shape of the dose curve; as a rule, active = well fitted curve in the direction sought with a large enough effect; inconclusive = small, poorly fitted or top-dose-only effect, or another doubt; inactive = no such curve, though single readings can be large; an effect the other way counts as inactive or inconclusive. Potency is read from the fitted curve at half-maximal effect. These rows are one share of the data; rates above refer to the full screens.

SMILES	MLL CXXC-DNA inh	Gal4-VP16 FLuc	p53 reactivator	ELG1 genotoxic	MBNL1-CUG inh	FLuc modulator	uPA surface inh	BRCA1 expr act	NPC1 promoter act	RORg inh	Rab9 promoter act
Cc1ccc(CNC(=O)c2ccc(C)c(S(=O)(=O)N3CCCCC3)c2)cc1	/	/	-2%	0%	/	7%	5%	6%	1%	/	-1%
Cc1cccc(N2CCN(C(=O)c3ccc4c(c3)NC(=O)C(CSCc3cccc(F)c3)N4)CC2)c1C (configuration not stated)	20%	6%	-4%	1%	0%	0%	/	/	-8%	7%	-3%
CCN(CC(=O)NC(C)(C)C)Cc1cc(=O)n2c(-c3ccccc3)csc2n1	2%	-5%	-7%	1%	7%	1%	-3%	-37%	-1%	6%	-2%
CCNc1oc(COc2ccccc2F)nc1C#N	-4%	13%	23%	?	15%	?	-3%	?	30%	25%[10 µM]	21%
CCc1ccccc1NC(=O)COc1ccc(C(=S)N2CCCC2)cc1	3%	-18%	-2%	-3%	-7%	-2%	4%	-13%	7%	-11%	0%
O=C(C[n+]1ccc(C(=O)c2ccccc2)cc1)Nc1ccc(C(F)(F)F)cc1	2%	-1%	-4%	0%	?	-1%	-2%	-58%	-1%	27%	-2%
O=C1C2C3c4ccccc4C(c4ccccc43)C2C(=O)N1c1nc(-c2ccccc2)cs1 (configuration not stated)	24%	0%	1%	-6%	-9%	0%	-6%	0%	-2%	-8%	-5%
CCOC(=O)N1CCN(C(=O)c2ccc3c(=O)n(CC4CCCO4)c(=S)[nH]c3c2)CC1 (configuration not stated)	7%	-4%	-10%	-5%	-2%	6%	6%	-1%	2%	-2%	4%
COc1ccc2occ(C(C)=O)c2c1	0%	7%	0%	-1%	-2%	-2%	-5%	-1%	2%	7%	-1%[1.84 µM]
COc1ccc(CCN(Cc2cc3cc4c(cc3[nH]c2=O)OCO4)C(C)=O)cc1OC	4%	-3%	21%	3%	-6%	-1%	/	/	1%	5%	-6%
Cc1cc2c(sc3ccccc32)c(C)n1	2%	4%	0%	2%	-2%	-20%	-5%	-4%	-3%	?	-2%
O=c1c(-c2ccc(Cl)cc2)coc2c(CN3CCOCC3)c(O)ccc12	-2%	5%	13%	2%	-11%	?	-6%	49%	7%	19%	10%
Cc1ccc(C)c(-c2csc(NC(=O)c3c(C)noc3C)n2)c1	/	/	-2%	-2%	/	-8%	-11%	-22%	-3%	/	-14%
Cc1cccc(N2C(=O)CC(N3CCN(c4ccccc4)CC3)C2=O)c1 (configuration not stated)	5%	2%	1%	4%	1%	2%	5%	22%	1%	-14%	-9%
CCOC(=O)CCNC(=O)N1CCCC(C(=O)c2cccc(OC(C)C)c2)C1 (configuration not stated)	4%	-3%	4%	-10%	2%	3%	-5%	1%	1%	39%	-4%
CC(C)(C)OC(=O)C(C)(C)O/N=C(\C(=O)O)c1csc(N)n1	-21%	-3%	-3%	-1%	-3%	-13%	3%	-5%	-2%	-1%	-6%
CC(=O)Nc1ccc(S(=O)(=O)NCc2ccc(C(=O)NCCN3CCCCCC3)cc2)cc1	13%	-1%	11%	-5%	0%	1%	4%	-15%	-3%	-1%	6%
c1ccc(CCCN2CCN(c3ccccn3)CC2)cc1	-2%	-3%	27%	3%	-9%	-1%	6%	38%	0%	-9%	4%
Cc1nnc(SCC(=O)Nc2cccc([N+](=O)[O-])c2)n1CC1CCCO1 (configuration not stated)	2%	-2%	5%	3%	?	0%	5%	-13%	0%	2%	-2%
C#Cc1ccc([C@H]2C=C(C(=O)N3CCOCC3)O[C@@H](OCc3ccc(CO)cc3)C2)cc1	-15%	-1%	-4%	1%	0%	1%	5%	6%	3%	10%	2%

Random excerpt: 2 records from the list.
SMILES	MLL CXXC-DNA inh	Gal4-VP16 FLuc	p53 reactivator	ELG1 genotoxic	MBNL1-CUG inh	FLuc modulator	uPA surface inh	BRCA1 expr act	NPC1 promoter act	RORg inh	Rab9 promoter act
CCOC(=O)CCNC(=O)N1CCCC(C(=O)c2cccc(OC(C)C)c2)C1 (configuration not stated)	4%	-3%	4%	-10%	2%	3%	-5%	1%	1%	39%	-4%
CC(C)(C)OC(=O)C(C)(C)O/N=C(\C(=O)O)c1csc(N)n1	-21%	-3%	-3%	-1%	-3%	-13%	3%	-5%	-2%	-1%	-6%

Reformatted: results already given
Compound,MLL CXXC-DNA inh,Gal4-VP16 FLuc,p53 reactivator,ELG1 genotoxic,MBNL1-CUG inh,FLuc modulator,uPA surface inh,BRCA1 expr act,NPC1 promoter act,RORg inh,Rab9 promoter act
COc1ccc(CCN(Cc2cc3cc4c(cc3[nH]c2=O)OCO4)C(C)=O)cc1OC,4%,-3%,21%,3%,-6%,-1%,/,/,1%,5%,-6%
CC(=O)Nc1ccc(S(=O)(=O)NCc2ccc(C(=O)NCCN3CCCCCC3)cc2)cc1,13%,-1%,11%,-5%,0%,1%,4%,-15%,-3%,-1%,6%
Cc1cc2c(sc3ccccc32)c(C)n1,2%,4%,0%,2%,-2%,-20%,-5%,-4%,-3%,?,-2%

(list continues)
SMILES	MLL CXXC-DNA inh	Gal4-VP16 FLuc	p53 reactivator	ELG1 genotoxic	MBNL1-CUG inh	FLuc modulator	uPA surface inh	BRCA1 expr act	NPC1 promoter act	RORg inh	Rab9 promoter act
CCCNC(=O)C1CCN(S(=O)(=O)c2cccs2)CC1	1%	-11%	-1%	1%	0%	-2%	5%	-11%	-2%	4%	9%
CCc1ccccc1NC(=O)CN(C)C(=O)Cn1cnc2ccc(Cl)cc2c1=O	/	/	-12%	-4%	/	0%	3%	-12%	-1%	/	-3%
CCOC(=O)c1[nH]c(COC(=O)C2CC(=O)N(Cc3ccccc3)C2)c(C(=O)OCC)c1C (configuration not stated)	17%	4%	0%	9%	2%	0%	1%	9%	-2%	-7%	2%
COC(=O)[C@@]12OC[C@]34[C@H]([C@@H](O)[C@@H]1O)[C@@]1(C)C(=O)C(O[C@@H]5OC(CO)[C@@H](O)[C@@H](O)[C@@H]5O)=C[C@@H](C)[C@@H]1C[C@H]3OC(=O)[C@H](OC(=O)/C=C(\C)C(C)(C)OC(C)=O)[C@@H]24 (some centres not stated)	/	/	24%	-34%[inhibitor]	/	1%	?	-72%	-7%	/	-14%
COc1cc(CC(NC(C)=O)C(=O)NC2CCN(c3nc(OC)nc(OC)n3)CC2)cc(OC)c1 (configuration not stated)	-4%	-7%	2%	2%	-8%	-2%	1%	-12%	-4%	-1%	1%
COC(=O)c1c(NC(=O)CSc2nnc(-c3ccco3)n2C)sc(C)c1C	2%	-6%	-12%	1%	-7%	-2%	-4%	0%	-4%	5%	-3%
CN(C)C(=O)CCCCCCCCC(=O)N(C)C	4%	6%	-3%	0%	-2%	-3%	6%	10%	2%	16%	1%
CCOCCCn1c(SCC(=O)Nc2ccccc2)nc2ccccc2c1=O	-16%	-15%	5%	-4%	-3%	-3%	3%	-19%	-3%	39%	0%
CC(C)CNC(=O)c1cccc(NC(=O)c2ccccc2-c2ccccc2C(=O)O)c1	0%	-2%	4%	-3%	-10%	0%	4%	-21%	2%	-14%	3%
O=C(c1ccco1)N1CCN(S(=O)(=O)c2cccc3nsnc23)CC1	-4%	-5%	2%	1%	?	2%[2.3 µM]	-1%	-7%	-3%	-3%	-2%
Cc1ccc(C(=O)Nc2cccc(C(F)(F)F)c2)cc1Nc1cnccn1	5%	3%	9%	-3%	-7%	-6%	1%	-39%	-3%	?	-7%
Cc1ccc(O)c(NC(=S)NC(=O)CC(C)C)c1	-3%	?	?	?	/	17µM*	3%	13µM*	?	?	?
NC(=O)C1CCN(C(=O)/C=C/c2cc(Br)ccc2F)CC1	18%	-5%	-3%	3%	14%	3%	-3%	46%	0%	-13%	16%
COc1ccc(Br)cc1-c1nc(C)c(C(C)=O)n1O	-3%	0%	5%	-25%	-9%	-2%	0%	-12%	1%	18%	-9%
